# CHRM4 antagonist: blocks acetylcholine activation of human M4 receptor | P08173 | inhibition, % at 3 µM | hit rate 0.73% among 360,000 | CHO-hM4 cells, ACh EC80, Fluo-8 calcium fluorescence;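 active means inhibition above its plate's cutoff, the mean inhibition of sample wells plus 3 SD, cut at about 27% in these data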;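 further: 0% = acetylcholine EC80 with DMSO and 100% = DMSO without agonist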
# Target sequence (P08173 whole entry, looked up): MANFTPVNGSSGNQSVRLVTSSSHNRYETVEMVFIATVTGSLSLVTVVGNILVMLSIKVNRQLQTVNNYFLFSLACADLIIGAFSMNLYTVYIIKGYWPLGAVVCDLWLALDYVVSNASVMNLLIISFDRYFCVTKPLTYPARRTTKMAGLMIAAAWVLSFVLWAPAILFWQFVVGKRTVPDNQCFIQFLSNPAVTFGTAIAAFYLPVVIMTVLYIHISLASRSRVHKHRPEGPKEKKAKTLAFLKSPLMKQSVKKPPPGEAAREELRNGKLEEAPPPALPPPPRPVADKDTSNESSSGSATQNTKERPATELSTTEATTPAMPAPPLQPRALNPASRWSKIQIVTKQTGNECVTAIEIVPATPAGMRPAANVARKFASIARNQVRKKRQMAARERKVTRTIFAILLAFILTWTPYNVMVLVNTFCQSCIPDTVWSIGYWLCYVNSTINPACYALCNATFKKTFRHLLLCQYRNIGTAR
# OXTR potentiator: human OXTR potentiation; activation, % at 3 µM; P30559; CHO-OTR cells, Fluo-8 calcium fluorescence, potentiator mode; 0% = oxytocin EC15, 100% = EC100; hit rate 0.061% among 320,000; AID 2445;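 active means activation above that plate's cutoff, the mean activation of tested compounds plus 3 SD, cut at about 6.6% in these data, passing the limit was not always enough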;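 further: 100% uses oxytocin at 75 nM as the full agonist control; some results filed as inactive read as strong as hits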
# Target sequence (P30559 whole entry, looked up): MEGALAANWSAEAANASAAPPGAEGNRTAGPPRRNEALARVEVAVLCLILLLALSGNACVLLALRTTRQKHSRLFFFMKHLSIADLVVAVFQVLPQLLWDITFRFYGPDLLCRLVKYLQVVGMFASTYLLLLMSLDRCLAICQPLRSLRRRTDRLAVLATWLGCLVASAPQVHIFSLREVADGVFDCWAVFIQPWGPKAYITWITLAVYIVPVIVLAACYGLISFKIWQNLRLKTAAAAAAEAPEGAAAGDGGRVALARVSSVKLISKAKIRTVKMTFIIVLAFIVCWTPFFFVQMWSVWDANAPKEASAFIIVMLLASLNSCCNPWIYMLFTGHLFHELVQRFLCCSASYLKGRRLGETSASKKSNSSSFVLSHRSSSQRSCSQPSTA
#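 assay system = CHO-OTR cells, human receptor | schedule = compound 6 min at room temperature before oxytocin, 100 s read | detection = Fluo-8 intracellular calcium fluorescence, ex 470-495, em 515-575 nm | evaluation = normalized max/min fluorescence ratio, % activation | control set = EC15 oxytocin alone as 0%, 75 nM oxytocin (EC100) as 100%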
# M1 PAM: positive allosteric modulators of human M1 muscarinic receptor; CHO-K1 hM1, Fluo-8 calcium fluorescence, ACh EC20; 0% = ACh EC20, 100% = maximal ACh; activation, % at 3 µM; hit rate 0.088% among 360,000; P11229; AID 588819; in the data active means activation above about 19%, passing the limit was not always enough
# M1 ag: activates human CHRM1 receptor. P11229. CHO-K1 hM1, Fluo-8 calcium fluorescence, agonist mode; 0% DMSO, 100% acetylcholine EC100. activation, % at 3 µM. hit rate 0.33% among 360,000;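 active means activation above the run's mean compound activation plus 3 SD, cut at about 16% in these data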;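 further: peak over basal fluorescence ratio within a 140 s kinetic read after compound addition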
# CHRM4 agonist: agonists of human muscarinic M4 receptor (CHRM4); activation, % at 3 µM; CHO-K1 hM4/Gqi5, Fluo-8 calcium fluorescence; vehicle 0%, full acetylcholine response 100%; AID 624127; hit rate 0.14% among 360,000; P08173;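 active means activation above the run mean over all test wells plus 3 SD, cut at about 32% in these data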;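 further: peak over basal fluorescence ratio per well then scaled between controls; 0% = DMSO wells and 100% = acetylcholine at EC100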
# CHO-K1 Ca antag: counter-screen for M1 antagonists: effect in parental CHO-K1 cells; ATP-induced calcium, Fluo-8 fluorescence; inhibition, % at 3 µM; hit rate 0.6% among 360,000; AID 602250;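 active means inhibition above a per-plate cutoff, the plate's mean sample inhibition plus 3 SD, cut at about 24% in these data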;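 further: 0% = DMSO plus EC80 ATP and 100% = DMSO alone without ATP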
# M1 ag parental: counter-screen for M1 agonists: effect in parental CHO-K1 cells; Fluo-8 calcium fluorescence; scaled to maximal ATP response, vehicle zero; activation, % at 3 µM; hit rate 0.48% among 360,000; in the data active means activation above about 15%;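 further: untransfected CHO-K1 host cells lacking M1 receptor as counterscreen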
# CHRM1 antagonist: blocks human M1 muscarinic receptor; CHO-K1 hM1, Fluo-8 calcium fluorescence, ACh EC80 antagonist; P11229; hit rate 1.3% among 360,000; inhibition, % at 3 µM;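 active means percent inhibition above its own plate's cutoff, namely the mean of that plate's compound wells plus 3 SD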;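 further: peak over basal fluorescence ratio during 140 s after agonist addition; 0% = ACh EC80 plus DMSO and 100% = DMSO alone without agonist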
# CHO parental Ca: signal in parental CHO cells, OX1R antagonist counter-screen; inhibition, % at 5.6 µM; hit rate 0.63% among 330,000; parental CHO-K1, ATP-induced calcium, Fluo-8 fluorescence; AID 463079;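 active means inhibition above that plate's mean sample inhibition plus 3 SD, cut at about 26% in these data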;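 further: 0% = ATP-challenged DMSO wells and 100% = DMSO wells without ATP; some compounds past the cut are filed as inactive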
#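 Test system: untransfected parental CHO cell line; also added: ATP stimulus; dosing: 5.6 µM, single dose; signal: calcium-sensitive Fluo-8 fluorescence; measure: percent inhibition of ATP-evoked calcium rise, normalized to controls; benchmarks: low control ATP plus DMSO, high control DMSO only; replication: one well per compound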
# * hit, by the source's call; . = not tested or not shown.
SMILES,CHRM4 antagonist,OXTR potentiator,M1 PAM,M1 ag,CHRM4 agonist,CHO-K1 Ca antag,M1 ag parental,CHRM1 antagonist,CHO parental Ca
COc1ccc(C(CNC(=O)C(=O)Nc2ccc3c(c2)OCCO3)N2CCN(C)CC2)cc1 (stereo not drawn),-25.1,1.1,-5.4,-6.8,1.2,-8.6,0.2,8.0,-26.9
Cc1ccc(-c2nn3c(C)nnc3c3ccccc23)cc1S(=O)(=O)N1CCN(CCO)CC1,-0.7,-6.9,2.2,-3.1,2.5,-18.7,1.8,-1.3,-8.4
CS(=O)(=O)c1ccc(C(=O)NCc2ccccc2F)cc1,-0.1,-7.1,5.9,-2.6,1.7,-17.3,-0.1,-3.2,-7.4
CNc1ccccc1C(C)(C)c1cc(-c2cccc(OC)c2)no1,19.6,-4.1,-3.2,-4.9,6.1,3.6,2.3,15.6,41.2*
O=C(Cn1nnc(-c2ccccc2)n1)Nc1cccc(S(=O)(=O)N2CCCC2)c1,5.8,-9.9,0.2,0.8,6.4,2.9,5.7,-3.5,0.8
Cc1ccc(-n2c(-c3ccco3)n[nH]c2=S)cc1,9.3,0.6,12.1,-6.0,0.0,-10.2,0.2,-3.9,-13.4
O=C(c1cccs1)N1CCN(C2CCCCC2)CC1,7.7,-3.1,4.7,-7.4,0.5,-8.0,0.2,-8.7,-2.1
Cc1cccn2c(=O)c(/C=C(\C#N)S(=O)(=O)c3ccccc3)c(N3CCC(C(N)=O)CC3)nc12,5.0,-4.5,-7.0,-3.9,4.2,-3.9,2.0,14.8,-21.2
O=S(=O)(Nc1ccc(C(F)(F)F)cc1)c1cnc[nH]1,8.5,-4.8,4.2,-4.1,-0.5,12.7,-0.2,-24.9,-7.6
COc1ccc(CN(C)C(=O)Cn2ccc(N)nc2=O)cc1OC,3.3,-2.3,7.3,-4.7,0.5,-23.1,3.0,-4.4,-2.9
CCS(=O)(=O)c1ccc2oc(Nc3ccc(OC)cc3)nc2c1,2.5,-22.4,7.0,-2.1,2.7,-0.1,1.1,-0.3,-8.4
COc1ccc(S(=O)(=O)N2CCOCC2)cc1NC(=O)Cc1ccccc1Cl,-5.6,-5.6,-1.5,-6.0,1.9,1.5,13.8,3.2,-9.1
COC(=O)Cn1c(=O)c2c(nc3n2CC(C)CN3Cc2ccccc2)n(C)c1=O (stereo not drawn),-6.7,-18.2,6.5,-2.7,1.2,-4.2,9.9,-4.7,-4.8
Cn1cc(C(=O)NS(=O)(=O)Nc2ccc(Br)cc2)c2ccccc21,-0.8,-1.6,9.6,-2.2,-0.2,-12.3,0.8,-15.5,7.7
COc1ccccc1NC(=O)CSc1nccn1Cc1ccccc1,-12.6,0.3,4.9,-2.1,5.9,-7.3,2.7,-6.8,-20.6

# As entered above.
# OXTR potentiator with COC(=O)Cn1c(=O)c2c(nc3n2CC(C)CN3Cc2ccccc2)n(C)c1=O (stereo not drawn) : -18.2
# CHO parental Ca with CNc1ccccc1C(C)(C)c1cc(-c2cccc(OC)c2)no1 : 41.2*
# CHO-K1 Ca antag with O=C(Cn1nnc(-c2ccccc2)n1)Nc1cccc(S(=O)(=O)N2CCCC2)c1 : 2.9

# Additional records
SMILES,CHRM4 antagonist,OXTR potentiator,M1 PAM,M1 ag,CHRM4 agonist,CHO-K1 Ca antag,M1 ag parental,CHRM1 antagonist,CHO parental Ca
CO/N=C1\CCCc2c(C(=O)NN)sc(SC)c21,-14.0,-7.5,13.4,2.6,0.6,-6.9,-0.5,-4.2,-21.7
O=C(COC(=O)c1ccco1)Nc1cccc(Br)c1,16.4,-18.4,2.7,0.2,3.1,22.3,-0.1,4.9,3.5
CCCC1=C(C(=O)OCC)C(c2cccnc2)n2nc(C)nc2N1 (stereo not drawn),9.8,-1.7,14.4,-2.0,-0.2,-9.8,0.7,-8.0,-12.4
CCN(CC)CCCN(Cc1cc2ccc(C)c(C)c2[nH]c1=O)C(=O)NC1CCCCC1,-9.9,4.0,-2.0,-8.8,-0.8,-0.2,0.0,1.9,-22.2
CN(C(=O)CSc1nnc(-c2cccs2)n1N)c1ccccc1,6.9,-6.7,3.9,-1.2,1.4,-3.7,1.0,0.6,6.4
CCN(CC)CCCOc1nc(C)nc2c1oc1ccccc12,5.9,.,6.3,-6.0,-0.5,-13.6,0.9,-4.4,.
NC(=S)N/N=C/c1ccc(-c2ccc([N+](=O)[O-])cc2)o1,-2.1,-11.9,6.1,-3.6,4.3,-12.1,1.4,0.2,-5.5
Cc1cccc(C(=O)NNC(=O)CCn2nnc3ccccc32)c1,2.0,-14.5,5.0,-4.0,0.8,0.9,0.1,2.9,-0.7
Cc1ccc(Nc2nc(CSc3nnc(-c4ccncc4)n3-c3ccccc3C)cs2)cc1,-7.0,-9.9,-4.3,-9.3,2.2,-5.8,3.8,4.4,-38.9
CCCNC(=O)C1(C)CCN(C(=O)c2ccc3ccccc3c2)C1 (stereo not drawn),-3.0,.,0.6,-1.7,0.7,-1.5,0.3,-5.2,.
O=C(NCc1ccccc1)C1c2ccccc2OCC(=O)N1Cc1ccco1 (stereo not drawn),-5.2,.,.,.,1.5,-17.7,1.0,.,.
CCCOc1ccc(-c2nnc(-c3ccco3)o2)cc1,7.9,-2.4,2.2,-5.3,-0.4,-3.1,0.2,-6.5,-4.4
Cn1c(=O)c2c(ncn2CC(=O)N/N=C/c2ccco2)n(C)c1=O,0.5,-1.5,7.5,-2.4,0.4,19.3,0.5,-8.0,-1.5
COc1ccccc1NC(=S)N(Cc1cccs1)C1CCCC1,-12.0,1.5,7.6,-6.9,1.6,3.1,0.2,-5.6,-38.2
COc1ccc(NC(=O)C2CCCN2c2nn3c(=O)cc(C)nc3s2)cc1 (stereo not drawn),-28.4,-0.6,4.5,-4.5,1.8,-3.5,0.2,-10.5,-8.9
Cc1nn(-c2ncc(C(F)(F)F)cc2Cl)c(=O)n1-c1cccc(Cl)c1,-4.8,-11.2,3.1,-3.1,0.4,-1.1,0.0,-17.5,-5.2
CC(CCOC1=NS(=O)(=O)c2ccccc21)NC(=O)C(=O)Nc1ccccc1 (stereo not drawn),3.6,-1.4,0.7,0.0,5.0,-0.6,4.6,-1.1,4.1
CCc1ccc(C2CC(c3ccccc3C)n3nc(N)nc3N2)cc1 (stereo not drawn),4.5,-5.3,-0.6,-1.6,2.7,22.0,-0.1,2.0,-8.0
O=S(=O)(NCc1ccc(Cl)cc1Cl)c1ccc(N2CCOCC2)nc1,-0.4,-7.3,6.3,-2.9,2.1,-7.0,2.7,-7.5,-17.4
CCOC(=O)C1CCCN(CC(O)COCc2ccc3c(c2)OCO3)C1 (stereo not drawn),-4.6,-9.8,4.5,-4.2,1.0,9.8,0.1,6.0,-2.2
C#CCOc1ccc(CNC[C@H]2O[C@@H](n3cnc4c(N)ncnc43)[C@H](O)[C@@H]2O)cc1,-18.8,-3.6,1.9,-4.8,1.0,-7.0,-0.3,-4.7,-2.1
O=C(CN1C(=O)COc2ccccc21)NCC1CCCO1 (stereo not drawn),10.0,-13.2,5.8,-2.2,0.6,8.7,0.2,-6.9,0.6
COc1ccc(-c2cc3ccc(OCc4nn[nH]n4)cc3oc2=O)cc1OC,5.8,2.8,8.0,-1.2,-0.5,-6.6,0.9,-7.3,-3.3
CCCCOc1ccc(NC(=S)Nc2cc(C)nc(SCCCC)n2)cc1,-1.9,-7.6,0.9,-6.1,0.2,11.3,-0.1,-2.2,-2.7
Cn1cc(Cc2ccc(C(=O)NC34CC5CC(CC(C5)C3)C4)cn2)c2ccccc21,-2.9,.,1.8,-8.3,1.8,0.1,0.5,-14.7,.
COc1ccc(CN2CCCC(C(=O)c3ccc(Cl)cc3)C2)cc1Cn1cccn1 (stereo not drawn),-1.1,-10.5,-26.2,-7.7,9.6,-4.8,4.8,58.5*,-16.7
CCN(CC)CCCNC(=O)c1cn(CC(C)C)c(=O)c2c1c1ccccc1n2C,-1.6,0.2,1.6,-7.6,0.7,-7.0,4.7,-6.6,-16.5
O=C(Nc1ncc2c(n1)CC(c1ccco1)CC2=O)c1ccc(Cl)cc1 (stereo not drawn),4.2,-4.3,3.6,-3.6,1.0,-9.0,-0.1,-0.1,-12.8
CCN(CC)S(=O)(=O)c1ccc(NC(=O)c2ccccn2)cc1,10.3,-2.9,2.8,-2.9,2.8,-2.6,1.0,3.2,-2.7
COCCc1nc2ccc(C(=O)N(C)Cc3cccc(-n4cccn4)c3)cc2o1,6.8,-2.5,-0.5,1.5,6.8,-1.4,3.7,6.4,-14.3
CC(=O)Nc1cc2c(cc1Br)OCCO2,-0.1,-5.3,7.7,-2.0,1.1,1.1,-0.3,-32.5,4.6
COc1ccccc1CNC(=S)NCc1ccc(Cl)cc1,3.1,-11.3,-5.0,0.3,10.6,0.8,5.2,8.7,-14.1
N=c1c2c(-c3ccccc3)c(-c3ccccc3)n(Cc3ccco3)c2ncn1Cc1ccco1,17.7,-30.1,-7.2,15.2,29.6,8.1,7.2,27.2,31.3
CCCCN(C(=O)CSCC(=O)Nc1ccc(C)cc1)c1c(N)n(Cc2ccccc2)c(=O)[nH]c1=O,-0.7,-14.6,16.3,2.5,1.2,5.2,-0.2,-15.2,-8.7
Cc1ccc(OCCNC(=O)CCC(=O)N2CCOCC2)cc1,-5.1,-4.3,12.7,-2.9,-0.1,-2.0,1.4,-10.7,-1.4
Cc1ccccc1-c1nc2ccc(Cl)cc2c(=O)n1O,-6.3,-8.1,10.6,-1.7,-0.4,-13.3,0.2,-16.6,2.5
CCOC(=O)N1CCN(c2c(-c3ccc(C)c(C)c3)c(=O)c2=O)CC1,4.7,-7.5,7.0,-1.7,-2.5,-7.5,-0.5,-14.3,-16.6
CSc1nnc(NC(=O)c2nc(S(=O)(=O)Cc3cccc(C)c3)ncc2Cl)s1,4.4,-3.6,7.9,-2.5,-0.5,-0.9,-0.4,-6.2,-5.5
CCOc1ccc(C(=O)Nc2ncccc2Cl)cc1,-14.8,-6.1,6.5,-9.0,0.4,-4.5,-0.2,-4.5,-4.3
Cc1onc(-c2ccccc2Cl)c1C(=O)Nc1ccc(-c2nnc3n2CCCCC3)cc1,1.1,-7.7,-11.0,-2.6,9.8,20.6,2.1,12.7,-5.4
CCNc1nc(NCC)nc(N(CC)C(N)=S)n1,-2.8,-4.3,1.9,-3.7,5.3,-3.2,0.8,-6.4,-12.0
Cc1ccc2nc(C)c(C(=O)N/N=C/c3ccccc3[N+](=O)[O-])cc2c1,-2.5,-2.2,3.5,-5.6,3.0,-8.6,1.3,12.0,-16.7
COc1cccc(OCc2cc(C(=O)NC3CCOCC3)no2)c1,-13.5,-17.1,17.2,6.8,1.0,-14.5,0.3,-7.9,-10.9
O=C1/C(=C/c2ccco2)SC(=S)N1c1cccnc1,9.7,.,8.3,-0.9,3.0,-13.6,1.1,-17.7,.
